Screening data from PubChem.
HIF act: HIF pathway transcriptional activation | AID 1910 | U2OS HRE-luciferase reporter, luminescence; normalized: DMSO 0%, desferrioxamine 100% | activation, % at 7.5 µM (by protocol) | hit rate 0.32% among 300,000;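 active = mean activation of at least 10% of the iron chelator positive control signal, with at least half of replicates also reaching 10%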
KLF5 inhibitor: inhibitors of KLF5 expression; DLD-1 KLF5 promoter-luciferase reporter, luminescence; inhibition, % at 5 µM; hit rate 0.23% among 290,000; AID 1700;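 active = inhibition above a per-plate limit of that plate's mean compound inhibition plus 3 SD, cut at about 60% in these data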;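 note: 0% = DMSO wells and 100% = LY294002 at 200 µM; higher means less KLF5 promoter-driven luciferase light; inactives centre near -14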
TRPC4 PAM: allosteric potentiators of mouse TRPC4 channel; Q9QUQ5; HEK293 TRPC4beta/mu-opioid, DAMGO EC20, Fluo-4 Ca2+ flux; stronger effect = higher value; B-score at 10 µM; hit rate 0.42% among 310,000; AID 2227;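 active = B-score of calcium response area above 5 SD of library B-scores, with initial fluorescence ratio within 5 SD of library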;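 note: B-score of integrated fluorescence ratio over time as area under calcium response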
SKKanGAS inh: blocks kanamycin growth of S. pyogenes SKKanGAS strain; BacTiter-Glo, 6 h; inhibition, % at 7.5 µM; hit rate 1.3% among 300,000;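 active = mean replicate score, as percent of positive control median, at least 50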;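 note: strain carries kanamycin resistance gene driven by streptokinase promoter and grows in 40 µg/ml kanamycin; loss of luminescence reflects streptokinase promoter inhibition or plain growth inhibition; 0% = median of DMSO wells and 100% = positive control at its reference dose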
TRPC6 act: mouse TRPC6 channel activation; HEK293-TRPC6 membrane potential dye fluorescence; stronger effect = higher value; B-score at 10 µM; hit rate 0.13% among 310,000; AID 2550;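 active = B-score of the integrated fluorescence ratio above library mean plus 3 SD, and starting fluorescence ratio within library mean plus 5 SD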;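 note: higher score means more depolarization so channel activation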
MrgX1 antag: antagonists of human MrgX1 receptor; B-score at 10 µM; hit rate 1.3% among 310,000; MRGX1-HEK293 calcium flux, Fluo-4, BAM8-22 antagonism; stronger effect = lower value; Q96LB2; AID 588676;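 active = calcium-response B-score plate-corrected more than 3 library SD below zero, starting fluorescence within 5 deviations, no agonist response on first addition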;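 note: peak minus trough fluorescence over baseline after final BAM8-22 challenge near maximal dose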
Target sequence (Q96LB2 whole entry, looked up): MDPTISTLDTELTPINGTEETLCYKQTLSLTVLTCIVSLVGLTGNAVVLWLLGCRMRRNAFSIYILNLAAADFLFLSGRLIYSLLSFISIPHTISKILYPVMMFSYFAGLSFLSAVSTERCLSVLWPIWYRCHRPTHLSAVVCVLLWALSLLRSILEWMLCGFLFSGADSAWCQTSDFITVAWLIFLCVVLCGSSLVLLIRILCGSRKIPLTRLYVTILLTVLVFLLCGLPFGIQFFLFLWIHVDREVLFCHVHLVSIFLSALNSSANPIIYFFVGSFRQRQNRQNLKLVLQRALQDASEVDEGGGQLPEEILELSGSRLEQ
TRPC6 inh: inhibitors of mouse TRPC6 channel; Q61143; HEK293-TRPC6, membrane potential dye, ACh-evoked depolarization; stronger effect = lower value; B-score at 10 µM; hit rate 1.1% among 310,000; AID 2553;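 active = B-score under library mean minus 3 SD, initial fluorescence not abnormally high, positive integrated signal ratio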;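 note: B-score derived from integrated fluorescence ratio over the kinetic read; more negative B-score means stronger inhibition of depolarization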
TRPC4 agonist: activators of mouse TRPC4 channel | Q9QUQ5 | HEK293 TRPC4beta/mu-opioid, Fluo4 calcium fluorescence; stronger effect = higher value | B-score at 10 µM | hit rate 0.49% among 310,000;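 active = B-score above 5 SD of library B-scores, and initial fluorescence ratio not above library mean plus 5 SD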;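 note: positive B-score marks a calcium rise read as TRPC4 activation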
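Assay system: HEK293 cells stably co-expressing mouse TRPC4beta and mu-opioid receptor / Timing: Fluo4 dye loading 45 min at room temperature, 110 s recording / Signal: Fluo4 calcium-sensitive dye fluorescence, kinetic, 1 Hz baseline / Read-out: integrated baseline-normalised fluorescence ratio, converted to per-well B score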
IEC-6 tox: IEC-6 cytotoxicity, counter-screen for KLF5 inhibitors; AID 1825; luminescence viability; inhibition, % at 5 µM; hit rate 0.78% among 290,000; in the data active = inhibition above about 22%;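 note: 0% = plate median of test compound wells and 100% = cytotoxic reference compound wells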
aSyn 5UTR inh: MLPCN primary screen, SNCA 5' untranslated region; AID 1813; hit rate 0.82% among 300,000; inhibition, % (tested at 7.5 µM); alpha-synuclein 5'UTR reporter, inhibitor activity; in the data active = inhibition above about 60%;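 note: H4 neuroglioblastoma cells stably carrying SNCA 5'UTR luciferase fusion; 0% = DMSO wells and 100% = positive control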
TRPC4 block: inhibitors of mouse TRPC4 channel; HEK293 TRPC4beta/mu-opioid, DAMGO-evoked Fluo4 calcium flux; stronger effect = lower value; hit rate 0.39% among 300,000; Q9QUQ5; B-score at 10 µM; AID 2247;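 active = B-score over 3 SD under the library average, no early fluorescence shift, positive overall ratio signal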
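Material: HEK293 cells with stable TRPC4beta plus mu-opioid receptor expression / Probe or stimulus: DAMGO in two steps, submaximal then maximal / Compound: single concentration per test compound / Technique: kinetic Fluo4 fluorescence imaging of calcium influx / Read-out: per-well B score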
* hit, by the source's call; i = inactive; . = not tested or not shown.

SMILES	HIF act	KLF5 inhibitor	TRPC4 PAM	SKKanGAS inh	TRPC6 act	MrgX1 antag	TRPC6 inh	TRPC4 agonist	IEC-6 tox	aSyn 5UTR inh	TRPC4 block
COCCN1CCn2c(nc3cc(NC(=O)Cn4nc(C)c5ccccc5c4=O)ccc32)C1	0.1	7	i	-5	i	i	i	i	2	0	i
COc1ccc(NC(=S)NCCc2ccc(S(N)(=O)=O)cc2)c(OC)c1	0.0	3	i	4	i	i	i	i	0	9	i
COc1ccc(C(=O)OCC(=O)NC2CCCC2)c(OC)c1	-0.6	-41	i	-1	i	i	i	i	-3	-31	i
CC1CCN(C(=O)CNC(=O)CNS(=O)(=O)c2ccccc2)CC1	-1.8	-63	i	1	i	i	i	i	-2	-7	i
CCN(c1ccccc1C)S(=O)(=O)c1nnc(NC(=O)c2ccco2)s1	-0.1	-16	i	46	i	i	i	i	-1	-25	i
Nc1nc(COc2ccccc2)cs1	0.8	-40	i	-5	i	i	i	i	4	-67	i
CCNc1nc2[nH]c(=O)c3c(c2s1)OC(N)=C(C#N)C3c1ccc(C)cc1 (stereo not drawn)	0.0	-18	i	-1	i	i	i	i	-3	-2	i
Cc1cccc(-n2c(CNC(=O)Cc3ccccc3)n[nH]c2=S)c1	-0.3	-39	i	-7	i	i	i	i	-5	-3	i
O=[N+]([O-])c1ccc(/C=[N+](\[O-])[C@@H]2CCCC[C@@H]2/[N+]([O-])=C/c2ccc([N+](=O)[O-])o2)o1	0.1	-15	i	8	i	i	i	i	-14	-50	i
COc1ccc(OCC(=O)NC(=S)Nc2ccccc2F)cc1	0.0	-12	i	-15	i	i	i	i	2	-21	i
Cc1cc(C)c2c(n1)SCC(=O)N2CC(=O)Nc1ccc(Br)c(C)c1	0.6	23	i	-2	i	i	i	i	11	13	i
COC(=O)C1=C(C)NC(C)=C(C(=O)OC)C1C(=O)OCC(=O)N1c2ccccc2CC1C (stereo not drawn)	-0.3	-18	i	0	i	i	i	i	8	-7	i

The last 3 entries of the part before lead into the next.
SMILES	HIF act	KLF5 inhibitor	TRPC4 PAM	SKKanGAS inh	TRPC6 act	MrgX1 antag	TRPC6 inh	TRPC4 agonist	IEC-6 tox	aSyn 5UTR inh	TRPC4 block
COc1ccc(OCC(=O)NC(=S)Nc2ccccc2F)cc1	0.0	-12	i	-15	i	i	i	i	2	-21	i
Cc1cc(C)c2c(n1)SCC(=O)N2CC(=O)Nc1ccc(Br)c(C)c1	0.6	23	i	-2	i	i	i	i	11	13	i
COC(=O)C1=C(C)NC(C)=C(C(=O)OC)C1C(=O)OCC(=O)N1c2ccccc2CC1C (stereo not drawn)	-0.3	-18	i	0	i	i	i	i	8	-7	i
O=C1CC(N2CCCN(C3CC(=O)N(c4ccc(F)cc4)C3=O)CC2)C(=O)N1c1ccc(F)cc1 (stereo not drawn)	-0.7	-8	i	-14	i	i	i	i	2	7	i
CCOc1ccc2c(c1)/C(=C(\C(Cl)=C(Cl)Cl)[N+](=O)[O-])N2	0.3	15	i	-1	i	i	i	i	1	5	i
Cc1[nH]nc(N)c1-c1ccccc1	0.2	13	i	10	i	i	i	i	-2	-1	i
CC(=O)N/N=C\c1cccc(OC/C=C/c2ccccc2)c1	.	-105	i	.	i	i	i	i	-5	.	i
CC1Oc2ccccc2C=C1/C=N/NC(=O)c1ccccc1O (stereo not drawn)	0.9	-59	i	-3	i	i	i	i	2	-131	i
CC1(C)CC2CC(C)(CN2C(=O)COC(=O)c2ccc(Cl)cc2N)C1 (stereo not drawn)	0.2	-6	i	-1	i	i	i	i	1	-4	i
COC(=O)C1CCN(Cc2c(C(=O)N3C[C@@H](C)O[C@@H](C)C3)nc3ccc(Cl)cn23)CC1	-0.5	-33	i	0	i	i	i	i	4	5	i
COc1ccccc1C(=O)NC(C)c1ccc(-n2ccnc2)cc1 (stereo not drawn)	0.2	3	i	-3	i	i	i	i	6	17	i
S=C(Nc1ccc(Cl)cc1Cl)Nc1ccccc1Oc1ccccc1	-0.5	-13	i	12	i	i	i	i	-9	-2	i
CC1OC(Nc2ccc(N=Nc3ccccc3)cc2)C(O)C(O)C1O (stereo not drawn)	0.5	-49	i	-5	i	i	i	i	3	-63	i
C=CCn1c(=O)/c(=C/c2ccc(Cl)cc2)s/c1=C(/C#N)c1nnc2n1CCCCC2	-0.6	2	i	0	i	i	i	i	2	-18	i
Clc1ccc(-c2[nH]ncc2N=Nc2ccccc2)cc1	-1.6	-26	i	22	i	i	i	i	-4	-12	i
CC(C)(C)N(Cc1ccccc1)C(=O)c1ccc(Cl)cc1[N+](=O)[O-]	-0.1	-15	i	-2	i	i	-6.5*	i	-1	6	i
COc1ccc(/C=C2\NC(=S)N(CC3CCCO3)C2=O)c(OC)c1C (stereo not drawn)	0.1	-11	i	4	i	i	i	i	3	-10	i
COc1ccc(OC)c2c1sc(=NC(=O)C1CCCCC1)n2C	-0.2	-2	i	-2	i	i	i	i	-2	-1	i
Cc1ccccc1N(CC(=O)N/N=C/c1cc(Br)c(C)o1)S(C)(=O)=O	-0.1	-1	i	-4	i	i	i	i	-3	3	i
CCc1ccc(-c2cn3nc(C)c(C)nc3n2)cc1	-2.8	-129	i	42	i	i	i	i	-3	87*	i
O=C(NC1CCCC1)C(=O)N(Cc1cccnc1)C(C(=O)NC1CCCC1)c1ccco1 (stereo not drawn)	0.0	-19	i	-31	i	i	i	i	-2	-16	i
CCOc1ccc(C2=C(C=C(C#N)C#N)C(c3ccccc3)c3ccccc3O2)cc1 (stereo not drawn)	-0.4	-9	i	-3	i	i	i	i	12	13	i
COC(=O)C1=CN(c2ccc(F)cc2)C=C(C(=O)OC)C1c1cccc(Br)c1	-0.5	7	i	18	i	i	i	i	-1	-4	i
Cn1nc(C(F)(F)F)c(-c2cccc(C(F)(F)F)c2)c1NC(=O)c1cccnc1	-0.3	-58	i	0	i	i	i	i	2	-5	i
O=C(COC(=O)c1cccs1)NCC1CCCO1 (stereo not drawn)	-0.3	8	i	3	i	i	i	i	-2	-6	i
O=C(CN1C(=O)c2cccc3cccc(c23)C1=O)N1CCCCCC1	0.0	-28	i	-19	i	i	i	i	2	-15	i
CCOC(=O)N1CCN(c2nc(N(c3ccccc3)c3ccccc3)nc(-n3ccnc3)n2)CC1	-0.5	-11	i	43	i	i	i	i	-2	13	i
O=C1COc2ccc(C(=O)COC(=O)c3cnc(Cl)c(Cl)c3)cc2N1	0.3	-27	i	-2	i	i	i	i	1	-8	i
COC(=O)CC1C(=O)NCCN1C(=O)c1ccc(Cl)cc1 (stereo not drawn)	-0.5	-6	i	7	i	i	i	i	-9	10	i
CC(Sc1ncc(C(F)(F)F)cc1Cl)C(=O)NCC1CCCO1 (stereo not drawn)	.	2	i	.	i	i	i	i	2	.	i
CCOC(=O)C1=C(N)Oc2c(c(=O)[nH]c3ccccc23)C1c1ccccc1 (stereo not drawn)	-0.3	12	i	12	i	i	i	i	0	3	i
CC(C)(C)n1c(O)c2ccc(C(=O)N=NC(=O)c3ccccc3)cc2c1O	-0.3	-20	i	1	i	i	i	i	8	9	i
COc1ccccc1N1CCN(C(=O)/C=C/c2cccc([N+](=O)[O-])c2)CC1	-0.1	-12	i	-5	i	i	i	i	4	15	i
CCOC(=O)C1CCCN(C(=O)c2ccc3c(=O)n(CCOC)c(=S)[nH]c3c2)C1 (stereo not drawn)	-0.3	-3	i	-7	i	i	i	i	0	-18	i
COC(=O)c1ccccc1Sc1snnc1C	-0.2	10	i	-9	i	i	i	i	-3	-10	i
COCCn1c(SCC(=O)Nc2ccc(OC)c(S(N)(=O)=O)c2)nc2ccccc21	0.3	-35	i	0	i	i	i	i	-4	-13	i
CCOC(=O)c1ccc2c(c1)N(C)C(=O)c1ccccc1S2	-2.0	-55	i	1	i	i	i	i	-4	1	i
O=C(CC1NC2CCCCC2NC1=O)Nc1ccc2c(c1)OCO2 (stereo not drawn)	1.6	-3	i	-1	i	i	i	i	-2	12	i
O=c1[nH]n(-c2ccc(F)cc2)c2ncccc12	-0.4	-26	i	-17	i	i	i	i	-3	-21	i
CCOc1ccccc1NC(=O)CSc1nc2ccccc2nc1N1CCCC1	0.0	-14	i	7	i	i	i	i	2	-13	i
COc1ccc(CNc2cc(C)ccn2)c(O)c1	0.1	-34	i	0	i	i	i	i	1	-9	i
O=C(COC(=O)Cc1cccs1)NCc1ccc(F)cc1	-0.3	-13	i	-4	i	i	i	i	1	-6	i
Cc1cccc(C)c1NC(=O)CS(=O)CC(=O)NCCCc1ccccc1 (stereo not drawn)	0.6	7	i	-3	i	i	i	i	-8	20	i
Cc1ccsc1/C=N/Nc1cccc(C(=O)O)c1	-7.0	11	i	.	i	i	i	i	-6	105*	i
CCOc1cc(CNCc2ccncc2)cc(Br)c1OCc1ccc(F)cc1	-0.6	-55	i	-10	i	i	i	i	-3	-27	i
CC(=O)c1cc(F)c(N2CCOCC2)cc1C	0.1	-31	i	15	i	i	i	i	-1	-4	i
Cn1c(-c2ccncc2)nc2ccccc21	0.1	-15	i	-1	i	i	i	i	-2	5	i
O=C(NCCc1ccccc1)c1noc2c1CCCCC2	-0.2	-141	i	.	i	i	i	i	2	3	i
Cc1ccc(C(=O)/C=C\Nc2ccc(C)c(C)c2)cc1	2.3	-28	i	-12	i	i	i	i	-4	-195	i
O=C(O)CC1(CC(=O)Nc2cc(C(F)(F)F)cc(C(F)(F)F)c2)CCCCC1	-0.2	-27	i	13	i	i	i	i	6	14	i
CCn1c(-c2ccccc2)csc1=Nc1ccc(O)cc1	-0.3	-184	i	13	i	i	i	i	-4	-139	-5*
CC(=O)SCCC(=O)Nc1ccccc1	-0.1	-9	i	-9	i	i	i	i	-5	-19	i
O=C(CN1C(=O)NC2(CCCC2)C1=O)OCCOc1cccc(Br)c1	0.4	.	i	-4	i	i	i	i	.	5	i
Cc1cc(C)c(S(=O)(=O)N2CCCC(C(=O)NCc3cccnc3)C2)c(C)c1 (stereo not drawn)	-0.1	-20	i	-5	i	i	i	i	2	-28	i
CCN(CC)CCNC(=O)/C(=N\O)c1ccccn1	0.2	-4	i	6	i	i	i	i	0	-2	i
COc1cccc(CC(=O)NNC(=O)c2c(-c3ccccc3)noc2C)c1	-0.5	-14	i	-3	i	i	i	i	-3	4	i
O=C(COC(=O)c1ccccc1-c1nc2ccccc2s1)NC1CCS(=O)(=O)C1 (stereo not drawn)	-1.0	-16	i	-1	i	i	i	i	-2	-4	i
